EZH2 inh – blocks human EZH2/PRC2 H3K27 methylation; Q15910; DELFIA TRF, 1 h; inhibition, % at 12.5 µM; 57,000 tested, 0.35% active; AID 651548;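 active = mean inhibition of replicates at least 50% and every single replicate also reaching 50%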;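 also: dimethyl H3K27 on biotinylated H3 21-44 peptide detected by antibody; plate controls were median neutral control wells for no effect and median positive control wells for full effect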
IDH1 mut inh – blocks human IDH1 R132H reductase activity | inhibition, % at 10 µM | AID 624101 | 70,000 tested, 0.18% active | diaphorase/resazurin fluorescence, 60 min; in the data active = inhibition above about 34%;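 also: 0% = DMSO and 100% = no enzyme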
Target sequence (O75874 whole entry R132H): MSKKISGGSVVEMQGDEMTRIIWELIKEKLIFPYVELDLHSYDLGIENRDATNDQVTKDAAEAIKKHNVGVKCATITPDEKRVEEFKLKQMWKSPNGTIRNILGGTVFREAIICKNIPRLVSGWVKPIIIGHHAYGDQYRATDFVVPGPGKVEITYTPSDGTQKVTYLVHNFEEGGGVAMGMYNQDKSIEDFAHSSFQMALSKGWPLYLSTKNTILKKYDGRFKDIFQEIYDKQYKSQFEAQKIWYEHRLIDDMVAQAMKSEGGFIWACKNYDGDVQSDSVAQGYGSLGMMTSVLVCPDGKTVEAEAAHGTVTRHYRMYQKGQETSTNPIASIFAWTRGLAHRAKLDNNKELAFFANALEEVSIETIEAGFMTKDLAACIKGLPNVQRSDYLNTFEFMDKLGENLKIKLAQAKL
Numbers without * were called inactive; x = no result given.

SMILES	EZH2 inh	IDH1 mut inh
COc1cccc(C#Cc2cnc3c(c2)C(=O)N([C@@H](C)CO)C[C@H](C)[C@H](CN(C)C(=O)C2CCC2)O3)c1	12	-6.2
CC(C)NC(=O)N(C)C[C@H]1Oc2ccc(NC(=O)C3CCCCC3)cc2C(=O)N([C@H](C)CO)C[C@@H]1C	17	x
C=CCN1Cc2ccccc2[C@@H]2OC(c3ccc(OCCCO)cc3)=N[C@]2(CC=C)C1=O	11	x
CC(C)NC(=O)N[C@@H]1CC[C@H](CC(=O)NCCCN(C)C)O[C@@H]1CO	-4	0.4
C[C@@H]1O[C@@H](O[C@H]2[C@H](Oc3cc(O)c4c(c3)O[C@H](c3ccc(O)cc3)CC4=O)O[C@H](CO)[C@@H](O)[C@@H]2O)[C@H](O)[C@H](O)[C@H]1O	x	2.9
C[C@H]1CN([C@@H](C)CO)C(=O)c2cccc(NC(=O)c3cnccn3)c2O[C@@H]1CN(C)C	x	3.7
C[C@@H]1CN([C@H](C)CO)C(=O)CCCn2nncc2CO[C@H]1CN(C)S(=O)(=O)c1cccc(F)c1	x	1.5
O=C(C[C@H]1C[C@H]2c3cc(NS(=O)(=O)c4ccc(F)cc4)ccc3O[C@H]2[C@H](CO)O1)NCc1ccc(Cl)cc1	2	0.0
C[C@@H]1CN([C@H](C)CO)C(=O)Cc2cc(NC(=O)Cc3cn(C)c4ccccc34)ccc2O[C@@H]1CN(C)Cc1ccc2c(c1)OCO2	x	0.0
O=C(Nc1ccc(F)cc1)N[C@H]1CC[C@@H](CCNC(=O)c2cc(Cl)cc(Cl)c2)O[C@@H]1CO	-9	0.0
CC(=O)Nc1cccc(NC(=O)c2cc(-c3ccccn3)nc3ccc(Br)cc23)c1	-8	0.1
O=C(CSc1nc2ccccc2[nH]1)Nc1ccc(Br)cc1Cl	22	0.4
C[C@@H]1CCCCO[C@H](CN(C)S(=O)(=O)c2ccccc2)[C@H](C)CN([C@@H](C)CO)C(=O)c2cc(NS(C)(=O)=O)ccc2O1	x	-2.0
C[C@@H]1CN([C@@H](C)CO)C(=O)Cc2cc(NS(C)(=O)=O)ccc2O[C@@H]1CN(C)Cc1ccc(Cl)c(Cl)c1	2	2.3
C[C@H](CO)N1C[C@H](C)[C@H](CN(C)S(=O)(=O)c2ccccc2)OCCCC[C@H](C)Oc2ccc(NC(=O)CCCN(C)C)cc2C1=O	x	-0.9
COc1ccc(NC(=O)N[C@H]2CC[C@@H](CC(=O)NC3CCC3)O[C@H]2CO)cc1	16	0.4
O=C(N[C@@H]1CC[C@@H](CCn2cc(-c3ccccn3)nn2)O[C@H]1CO)c1ccccc1	-1	0.2
NC(=O)[C@@H]1[C@H]2C(=O)O[C@H](c3ccccc3)[C@H](c3ccccc3)N2[C@H](c2ccc(O)cc2)[C@@]12C(=O)Nc1ccccc12	-15	0.1
C/C=C/c1cnc2c(c1)C(=O)N([C@@H](C)CO)C[C@@H](C)[C@@H](CN(C)S(=O)(=O)c1ccc(C)cc1)O2	-3	x
C[C@H](CO)N1C[C@H](C)[C@H](CN(C)C(=O)C2CCCCC2)Oc2cc(Br)ccc2S1(=O)=O	7	-0.7
C[C@@H]1CN([C@@H](C)CO)C(=O)Cc2cc(NS(=O)(=O)c3ccccc3)ccc2O[C@@H]1CN(C)S(=O)(=O)c1ccc(Cl)cc1	x	2.4
CC(C)NC(=O)N(C)C[C@H]1OCCCC[C@H](C)Oc2ccc(NC(=O)Nc3ccc(F)cc3)cc2C(=O)N([C@H](C)CO)C[C@@H]1C	x	1.1
CC(C)C#Cc1cnc2c(c1)C(=O)N([C@H](C)CO)C[C@@H](C)[C@@H](CN(C)C(=O)Nc1ccccc1)O2	2	0.2
Cc1ccc(S(=O)(=O)N(C)C[C@@H]2Oc3ccc(NC(=O)Nc4cccc5ccccc45)cc3CC(=O)N([C@@H](C)CO)C[C@H]2C)cc1	x	0.2
C[C@@H]1CN([C@H](C)CO)C(=O)CCCn2cc(nn2)CO[C@@H]1CN(C)C(=O)c1ccccc1	8	-1.3
C[C@H](CO)N1C[C@H](C)[C@H](CN(C)S(=O)(=O)c2ccc(Cl)cc2)OCCCC[C@H](C)Oc2ccc(NS(=O)(=O)c3cn(C)cn3)cc2C1=O	x	1.9
COc1ccc(CN(C)C[C@H]2Oc3ccc(NS(=O)(=O)c4cccs4)cc3CC(=O)N([C@H](C)CO)C[C@@H]2C)cc1	x	1.7
COc1ccc(NC(=O)N(C)C[C@H]2Oc3ccc(NC(=O)Nc4c(C)noc4C)cc3CC(=O)N([C@@H](C)CO)C[C@@H]2C)cc1	x	8.2
C[C@@H]1CN([C@@H](C)CO)C(=O)c2cccc(N(C)C)c2O[C@H]1CN(C)Cc1ccc(C(F)(F)F)cc1	-7	-0.5
CC(C)CC#Cc1ccc2c(c1)O[C@H](CN(C)C(=O)c1ccccn1)[C@@H](C)CN([C@@H](C)CO)S2(=O)=O	-9	-4.6
CO[C@@H]1CN(C)C(=O)c2cc(NC(=O)c3ccno3)ccc2OC[C@@H](C)N(S(C)(=O)=O)C[C@H]1C	11	-0.5
Cc1ccc(S(=O)(=O)Nc2ccc3c(c2)C(=O)N([C@H](C)CO)C[C@@H](C)[C@@H](CN(C)C)O3)cc1	x	-0.3
CO[C@H]1CN(C)C(=O)c2ccc(NC(=O)C3CC3)cc2OC[C@@H](C)N(CC2CCOCC2)C[C@H]1C	11	0.0
C[C@H]1CN([C@@H](C)CO)C(=O)c2cc(NS(=O)(=O)c3ccccc3)ccc2O[C@H]1CN(C)S(=O)(=O)c1ccccc1	x	-0.7
COc1ccc(NC(=O)Nc2ccc3c(c2)CC(=O)N([C@@H](C)CO)C[C@H](C)[C@H](CN(C)S(=O)(=O)c2c(C)noc2C)O3)cc1	x	-0.6
C[C@@H]1CN([C@H](C)CO)C(=O)Cc2cc(NC(=O)Nc3ccc(C(F)(F)F)cc3)ccc2O[C@H]1CN(C)Cc1ccc(-c2ccccc2)cc1	x	-0.3
Cc1ccc(C(=O)O)cc1S(=O)(=O)NCC1CCCO1 (centres undefined)	-7	0.1
CC(C)NC(=O)N[C@H]1CC[C@@H](CCNC(=O)C2CCOCC2)O[C@H]1CO	5	-0.2
COc1ccc(C#Cc2cnc3c(c2)C(=O)N([C@@H](C)CO)C[C@@H](C)[C@@H](CN(C)C(=O)CN(C)C)O3)cc1	-20	0.0
COC(=O)c1ccc(NC(=O)C2CCCCC2C(=O)O)cc1 (centres undefined)	-5	-0.2
C[C@H]1CN([C@@H](C)CO)C(=O)c2cc(NC(=O)C3CCCCC3)ccc2O[C@@H]1CN(C)Cc1ccc2c(c1)OCO2	x	-0.4
Cc1noc(C)c1S(=O)(=O)Nc1ccc2c(c1)C(=O)N([C@@H](C)CO)C[C@H](C)[C@@H](CN(C)C(=O)Nc1ccc(F)cc1)OCCCC[C@H](C)O2	x	1.7
O=C(CCCCC(=O)N/N=C/c1ccc(F)c(Oc2ccccc2)c1)NO	-11	x
COc1cc(OC2OC(COC3OCC(O)(CO)C3O)C(O)C(O)C2O)c2c(-c3ccc(O)c(O)c3)cc(=O)oc2c1 (centres undefined)	x	-1.5
C[C@@H]1CN([C@@H](C)CO)C(=O)Cc2cc(NC(=O)CCCN(C)C)ccc2O[C@H]1CN(C)C(=O)Nc1ccccc1	x	1.8
CCCC(=O)Nc1ccc2c(c1)C(=O)N(C)C[C@@H](OC)[C@@H](C)CN(C(C)=O)[C@@H](C)CO2	5	0.5
C[C@@H]1CN([C@H](C)CO)C(=O)c2cc(Br)cnc2O[C@@H]1CN(C)C(=O)Nc1ccccc1	-4	-0.1
CO[C@H]1CN(C)C(=O)c2ccc(NC(=O)Nc3ccc(C(F)(F)F)cc3)cc2OC[C@@H](C)NC[C@@H]1C	-12	0.2
CCc1c(O)nc(SC(C)C(=O)Nc2ccc(Cl)cc2)[nH]c1=O (centres undefined)	-5	0.0
O=C(CCCC(=O)Nc1ccc2ccccc2c1)Nc1ccc2ccccc2c1	13	0.3
CCNC(=O)C[C@H]1CC[C@H](NS(=O)(=O)c2ccc(C)cc2)[C@@H](CO)O1	-10	0.4
O=C(Nc1ccc2c(c1)[C@H]1C[C@@H](CC(=O)N3CCOCC3)O[C@H](CO)[C@H]1O2)Nc1ccccc1F	-1	-1.8
COCC(=O)N(C)C[C@H]1Oc2ncc(C#C[C@@H](C)O)cc2C(=O)N([C@@H](C)CO)C[C@H]1C	1	-3.4
CNC[C@@H]1Oc2ccc(NC(=O)NC(C)C)cc2CC(=O)N([C@H](C)CO)C[C@H]1C	5	0.8
O=C(Nc1ccc(Cl)cc1)NC(Cc1ccccc1)C(=O)O (centres undefined)	x	-0.1
Clc1ccc(-c2cn3c4ccccc4nc3n2CCN2CCOCC2)cc1	-1	-0.5
C[C@@H]1CN([C@@H](C)CO)S(=O)(=O)c2ccc(-c3ccccc3)cc2O[C@H]1CN(C)CC1CC1	-4	-0.2
CSCC1OC(n2cnc3c(=O)[nH]cnc32)C(O)C1O (centres undefined)	8	0.6
C[C@H]1CCCCO[C@H](CN(C)C)[C@@H](C)CN([C@@H](C)CO)C(=O)c2cc(NC(=O)Nc3cccc4ccccc34)ccc2O1	-4	-9.0
C[C@@H]1CCCCO[C@@H](CN(C)C(=O)Cc2ccccc2)[C@H](C)CN([C@H](C)CO)C(=O)c2cc(NC(=O)NC3CCCCC3)ccc2O1	x	0.4

(further entries)
SMILES	EZH2 inh	IDH1 mut inh
C[C@@H](NC(=O)C[C@@H]1C=C[C@@H](NC(=O)Cc2ccccn2)[C@@H](CO)O1)c1ccccc1	5	0.1
C[C@H]1CCCCO[C@@H](CN(C)C(=O)C2CCCCC2)[C@@H](C)CN([C@@H](C)CO)C(=O)c2cc(NS(=O)(=O)c3cccs3)ccc2O1	x	-1.3
C[C@H]1CN([C@@H](C)CO)C(=O)c2cc(-c3cccc(F)c3)cnc2O[C@@H]1CN(C)C(=O)c1ccccn1	-4	-2.1
CCC(=O)N(C)C[C@@H]1Oc2ncc(C#Cc3ccc(OC)cc3)cc2C(=O)N([C@@H](C)CO)C[C@@H]1C	14	-2.9
C[C@H]1CN([C@@H](C)CO)C(=O)c2cc(C#Cc3cccc(F)c3)cnc2O[C@H]1CN(C)C(=O)C1CC1	1	0.4
CN(C)CC(=O)N[C@H]1CC[C@H](CCNC(=O)Nc2ccc(F)cc2)O[C@H]1CO	-11	0.1
CO[C@@H]1CN(C)C(=O)c2cc(NC(=O)Cc3ccccc3)ccc2OC[C@@H](C)N(CCc2ccccc2)C[C@H]1C	-7	0.3
COc1ccc(S(=O)(=O)N(C)C[C@@H]2Oc3ccc(NC(=O)C4CC4)cc3C(=O)N([C@H](C)CO)C[C@H]2C)cc1	6	-2.8
CO[C@@H]1CN(C)C(=O)c2cc(NC(C)=O)ccc2OC[C@@H](C)N(Cc2ccccn2)C[C@@H]1C	1	0.1
OC(CCCN1CCN(c2ncc(F)cn2)CC1)c1ccc(F)cc1 (centres undefined)	x	-0.5
C[C@H](CO)N1C[C@H](C)[C@H](CN(C)Cc2ccc(F)cc2)Oc2cc(C#Cc3ccccn3)ccc2S1(=O)=O	22	-11
CO[C@@H]1CN(C)C(=O)c2ccc(NS(=O)(=O)c3ccccc3F)cc2OC[C@H](C)NC[C@@H]1C	7	0.0
CC(C)NC(=O)N(C)C[C@H]1OCCCC[C@@H](C)Oc2ccc(NC(=O)c3ccncc3)cc2C(=O)N([C@@H](C)CO)C[C@@H]1C	4	2.8
C[C@@H]1CN([C@H](C)CO)C(=O)c2cccc(NS(=O)(=O)c3cccs3)c2O[C@@H]1CN(C)Cc1ccc2c(c1)OCO2	x	-4.7
O=C(COc1ccccc1)Nc1scc2c1c(=O)oc1ccccc12	11	-0.4
CC(C)(C)[S@](=O)N1Cc2cc(C(=O)NCc3ccccc3F)nc(-c3cccc(-c4ccncc4)c3)c2[C@@H]1CCO	1	-0.1
O=C(CCCCCCC(=O)Nc1ccccc1O)N/N=C/c1ccc(Br)o1	-7	0.1
CCCN(C)C[C@H]1OCCCC[C@@H](C)Oc2ccc(NC(=O)CCCN(C)C)cc2C(=O)N([C@@H](C)CO)C[C@H]1C	4	1.0
C[C@@H]1CN([C@H](C)CO)C(=O)c2cc(NC(=O)c3ccncc3)ccc2O[C@@H](C)CCCCO[C@@H]1CN(C)CC1CC1	-3	0.4
C[C@@H]1CN([C@H](C)CO)C(=O)c2cc(NS(=O)(=O)c3ccc(F)cc3)ccc2O[C@@H](C)CCCCO[C@H]1CN(C)Cc1ccc2c(c1)OCO2	x	-3.6

A different layout for some results above.
Fields – EZH2 inh	IDH1 mut inh
> OC(CCCN1CCN(c2ncc(F)cn2)CC1)c1ccc(F)cc1 (centres undefined)
 : x	-0.5
> C[C@H](CO)N1C[C@H](C)[C@H](CN(C)Cc2ccc(F)cc2)Oc2cc(C#Cc3ccccn3)ccc2S1(=O)=O
 : 22	-11
> CO[C@@H]1CN(C)C(=O)c2ccc(NS(=O)(=O)c3ccccc3F)cc2OC[C@H](C)NC[C@@H]1C
 : 7	0.0
> CC(C)NC(=O)N(C)C[C@H]1OCCCC[C@@H](C)Oc2ccc(NC(=O)c3ccncc3)cc2C(=O)N([C@@H](C)CO)C[C@@H]1C
 : 4	2.8
> C[C@@H]1CN([C@H](C)CO)C(=O)c2cccc(NS(=O)(=O)c3cccs3)c2O[C@@H]1CN(C)Cc1ccc2c(c1)OCO2
 : x	-4.7
> O=C(COc1ccccc1)Nc1scc2c1c(=O)oc1ccccc12
 : 11	-0.4
> CC(C)(C)[S@](=O)N1Cc2cc(C(=O)NCc3ccccc3F)nc(-c3cccc(-c4ccncc4)c3)c2[C@@H]1CCO
 : 1	-0.1
> O=C(CCCCCCC(=O)Nc1ccccc1O)N/N=C/c1ccc(Br)o1
 : -7	0.1
> CCCN(C)C[C@H]1OCCCC[C@@H](C)Oc2ccc(NC(=O)CCCN(C)C)cc2C(=O)N([C@@H](C)CO)C[C@H]1C
 : 4	1.0
> C[C@@H]1CN([C@H](C)CO)C(=O)c2cc(NC(=O)c3ccncc3)ccc2O[C@@H](C)CCCCO[C@@H]1CN(C)CC1CC1
 : -3	0.4
> C[C@@H]1CN([C@H](C)CO)C(=O)c2cc(NS(=O)(=O)c3ccc(F)cc3)ccc2O[C@@H](C)CCCCO[C@H]1CN(C)Cc1ccc2c(c1)OCO2
 : x	-3.6

The list is partial; the hit share may differ from the screen's.
